Screening data as filed in PubChem BioAssay.
ssDAF12 agonist: activators of S. stercoralis DAF-12 nuclear receptor. HEK293 ssDAF-12/GRIP1 lit1-tk-luc reporter, luminescence; % of 3 µM dafachronic acid response. activation, % at 6.8 µM. 370,000 compounds, 1% hits;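 active = activation above the mean over all tested compounds plus 3 SD, cut at about 0.9% in these data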;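 also: 0% = DMSO-only wells and 100% = 3 µM delta7-dafachronic acid wells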
sPLA2-III inh: Inhibits HGIII-sPLA2 liposome hydrolysis, primary screen. Q9NZ20. QFRET BODIPY PC-A2 liposome hydrolysis, fluorescence. inhibition, % at 12.2 µM. 370,000 compounds, 0.56% hits;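 active = inhibition above mean plus 3 SD of compounds lying within the high and low control bounds, cut at about 19% in these data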;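 also: 0% = median of test compound wells and 100% = no enzyme DMSO wells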
hcDAF-12 act: H. contortus DAF-12 activation, primary screen. 370,000 compounds, 1.4% hits. HEK293 hcDAF-12 lit1-tk-luc reporter, luminescence; 0% DMSO, 100% Δ7-dafachronic acid. activation, % at 6.8 µM. AID 652067;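 active = activation above the mean of all tested compounds plus 3 SD, cut at about 5.5% in these data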;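 also: 100% = response to 3 µM Δ7-dafachronic acid high control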
PLC-beta3 inh: inhibitors of human phospholipase C beta3 | inhibition, % at 12.2 µM | Purified PLC-beta3, fluorogenic substrate, fluorescence | 370,000 compounds, 0.18% hits | AID 720704 | Q01970; in the data active = inhibition above about 11%;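 also: 0% = median of compound wells on plate and 100% = full blocker control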
Target sequence (Q01970 whole entry, looked up): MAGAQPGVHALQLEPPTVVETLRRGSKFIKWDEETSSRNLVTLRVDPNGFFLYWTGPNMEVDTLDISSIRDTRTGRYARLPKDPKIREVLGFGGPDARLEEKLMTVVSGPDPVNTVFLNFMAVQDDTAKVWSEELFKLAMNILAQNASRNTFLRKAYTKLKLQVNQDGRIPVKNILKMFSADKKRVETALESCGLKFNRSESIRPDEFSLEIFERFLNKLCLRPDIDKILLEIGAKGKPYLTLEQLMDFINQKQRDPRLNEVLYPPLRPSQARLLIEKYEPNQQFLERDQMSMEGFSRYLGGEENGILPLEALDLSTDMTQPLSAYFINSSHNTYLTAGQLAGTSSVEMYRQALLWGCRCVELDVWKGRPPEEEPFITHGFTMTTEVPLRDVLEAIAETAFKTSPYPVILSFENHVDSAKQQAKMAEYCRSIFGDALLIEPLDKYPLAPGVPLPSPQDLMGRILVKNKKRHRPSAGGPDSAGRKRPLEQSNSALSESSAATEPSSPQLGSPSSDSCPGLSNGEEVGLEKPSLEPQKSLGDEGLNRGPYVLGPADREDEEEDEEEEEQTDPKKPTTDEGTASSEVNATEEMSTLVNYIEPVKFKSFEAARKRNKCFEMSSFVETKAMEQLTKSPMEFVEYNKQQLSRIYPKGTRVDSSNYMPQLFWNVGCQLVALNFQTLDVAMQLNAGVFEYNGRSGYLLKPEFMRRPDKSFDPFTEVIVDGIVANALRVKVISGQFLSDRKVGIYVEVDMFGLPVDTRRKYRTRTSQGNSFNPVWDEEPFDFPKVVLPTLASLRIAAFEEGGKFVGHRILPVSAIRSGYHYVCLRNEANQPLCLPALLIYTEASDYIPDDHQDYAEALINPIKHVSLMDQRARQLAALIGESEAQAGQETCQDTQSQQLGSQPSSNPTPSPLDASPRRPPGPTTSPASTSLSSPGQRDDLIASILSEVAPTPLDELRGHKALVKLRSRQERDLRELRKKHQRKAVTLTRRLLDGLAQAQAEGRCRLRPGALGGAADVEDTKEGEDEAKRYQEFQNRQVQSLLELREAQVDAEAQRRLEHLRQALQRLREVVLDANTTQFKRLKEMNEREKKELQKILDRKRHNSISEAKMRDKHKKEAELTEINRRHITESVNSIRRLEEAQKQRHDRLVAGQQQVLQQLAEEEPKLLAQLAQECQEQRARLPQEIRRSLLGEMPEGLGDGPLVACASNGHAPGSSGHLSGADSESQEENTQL
PG9 Ab binder: small molecules binding HIV-1 gp120 antibody PG9. TR-FRET gp120-PG9 antibody binding. inhibition, % at 6.7 µM. 360,000 compounds, 0.43% hits. AID 624416; in the data active = inhibition above about 8.5%
FXN GAA850 act: increases GAA850 frataxin promoter reporter activity; HEK293 lucGAA850 FXN promoter luciferase reporter, 24 h; percent of 10 µM SAHA response; activation, % at 6 µM; 360,000 compounds, 0.56% hits; AID 540364;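 active = activation above the average of all compounds screened plus 3 SD, cutoff fixed separately per campaign, cut at about 7.5% in these data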;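 also: 0% = DMSO wells and 100% = 10 µM SAHA wells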
DAX1 inh-1: inhibits human nuclear receptor DAX1. P51843. HEK293 Gal4-DAX1 luciferase reporter, luminescence. inhibition, % at 6.75 µM. 340,000 compounds, 0.99% hits. AID 504766;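 active = inhibition above the mean over all tested compounds plus 3 SD, cut at about 4.2% in these data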;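 also: 0% = DAX1-transfected cells with DMSO and 100% = empty-vector control cells with DMSO; inhibition shows as a rise in luminescence from relieved DAX1 repression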
hgDAF12 agonist: agonists of H. glycines DAF-12 nuclear receptor; AID 687014; HEK293 GAL4-hgDAF12 UAS-luciferase reporter, agonist luminescence; normalized to butyrate control; 370,000 compounds, 1.8% hits; activation, % at 6.8 µM;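 active = activation above a cutoff set at the mean of all screened compounds plus 3 SD, cut at about 10% in these data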;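 also: 0% = DMSO wells and 100% = sodium butyrate wells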
DAX1 inh-2: inhibitors of DAX1 repression of SF-1 activated StAR promoter. inhibition, % at 6.8 µM. 370,000 compounds, 1.1% hits. AID 652010. HEK293T StAR-luciferase reporter, SF-1/DAX-1 repression relief;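 active = inhibition above the mean over all tested compounds plus 3 SD, cut at about 3.6% in these data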;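 also: 0% = DAX-1 cells with DMSO and 100% = cells lacking DAX-1 with DMSO; higher inhibition means more luminescence from relief of DAX-1 repression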
Rev-erbA mod: modulators of human Rev-erb alpha DNA binding; activity, % at 10 µM; 370,000 compounds, 0.79% hits; Rev-erbα–FITC-DNA binding, fluorescence polarization, 90 min;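 active = activity above about 14%, limit read from the data; passing the limit was not always enough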;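 also: 0% = DMSO wells with 35 nM protein and 100% = DMSO wells with 750 nM protein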
SMARCA2 act: activators of SMARCA2 function; MG213 cells, MMTV-luciferase reporter, dexamethasone, overnight; activation, % at 9.1 µM; 370,000 compounds, 1% hits; in the data active = activation above about 7.8%;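 also: 0% = vehicle wells and 100% = reference activator wells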
* hit, by the source's call; . = no result given.

SMILES	ssDAF12 agonist	sPLA2-III inh	hcDAF-12 act	PLC-beta3 inh	PG9 Ab binder	FXN GAA850 act	DAX1 inh-1	hgDAF12 agonist	DAX1 inh-2	Rev-erbA mod	SMARCA2 act
COc1cccc(C(=O)NCCN2CCN(c3ccccc3)CC2)c1	-1.3	-1.3	-0.4	-5.1	-2.0	0.1	2.4	-1.2	0.2	-0.4	-1.7
N#CC1=C(SCC(N)=O)NC2=C(C(=O)c3ccccc32)C1c1ccc(Cl)cc1 (stereo not given)	-1.7	-5.5	1.1	-22.7	-1.4	4.2	0.6	-1.7	-1.1	33.0*	-2.1
CCOC(=O)c1[nH]ncc1CN1CCCC(C(=O)c2ccc(SC)cc2)C1 (stereo not given)	-1.4	0.2	-0.9	3.5	0.6	0.2	0.8	-1.4	-0.1	1.8	0.6
CC1=C(C)N(C)[C@H](c2ccccc2Br)[C@H](O)C1=O	-0.3	-1.0	-0.2	-1.4	-0.8	-0.3	-0.7	1.3	1.2	3.1	3.0
COc1ccccc1NC(=O)Nc1ccnn1C1CCN(C(=O)c2cscn2)CC1	-0.5	5.8	-1.2	5.7	0.9	-0.4	1.1	4.1	-0.6	-1.3	2.8
CCn1c(SCc2nc(-c3ccccc3)no2)nnc1-c1ccco1	-1.2	-7.7	-0.7	0.5	15.4*	0.1	-0.2	-1.2	-0.2	2.0	-4.3
Cc1ccccc1OCCC(=O)OCC(=O)Nc1c(F)cccc1F	-1.0	2.7	-1.2	-12.3	0.9	-0.3	-0.4	-1.9	-1.1	2.2	-2.6
CCCCN1C=C(C(=O)c2ccccc2)C(=O)CC1	0.5	-2.5	-0.9	3.6	0.1	1.2	-2.3	0.0	-0.3	-7.0	0.0
CCOc1ccc(NC(=O)CNC(=O)c2ccco2)cc1	-1.1	6.9	0.7	2.8	0.2	3.5	2.5	3.1	1.4	1.3	3.5
CCCCCCN1CC(O)=C(c2ccccc2)C1=N	-1.1	-7.8	-2.3	-1.1	-1.3	0.5	-0.1	1.2	0.7	-1.4	1.8
COc1cc(C(=O)N/N=C/c2ccc(OC)c(CN3CCN(c4ccc(F)cc4)CC3)c2)ccc1O	-1.9	-7.1	-0.4	-2.5	0.4	-1.7	2.1	0.9	-0.6	3.9	0.6
COC(=O)COc1ccc(S(=O)(=O)N2CCN(c3ccc(OC)cc3)CC2)cc1	-1.9	-2.2	-1.2	5.5	-0.7	-1.4	-1.8	-1.8	-0.1	8.0	1.6
Cc1ccccc1C(=O)Nc1nnc(-c2ccncc2)o1	-0.8	-0.8	1.1	-14.1	1.4	1.7	0.9	3.0	-0.1	2.4	-3.0
COc1cccc(N/C=C(\C#N)c2ccc(OCCCF)cc2)c1	-1.1	-0.6	-1.6	3.2	-1.8	1.6	-0.1	0.1	0.6	0.2	-0.8
O=C(CN1CCCC1)Nc1cc(C(F)(F)F)cc(C(F)(F)F)c1	-1.9	-24.1	-1.8	-7.5	-1.1	0.2	0.4	0.0	0.2	-1.9	-1.2
CCC(=O)N1CCc2cc(S(=O)(=O)NC(C(=O)N3CCc4ccccc4C3)C(C)C)ccc21 (stereo not given)	-0.4	-2.4	-1.2	1.4	-1.3	1.5	-0.5	-0.9	-0.3	4.1	-1.5
CN(C)CCCNC(NC(=O)/C=C/c1ccccc1)C(Cl)(Cl)Cl (stereo not given)	-1.3	-3.0	0.8	-31.0	0.3	0.6	-1.7	0.4	-0.3	-2.4	0.4
C=CCN(CC#Cc1ccccn1)Cc1ccc(OC)cc1OC	-1.8	12.5	-3.8	-2.1	.	.	.	-5.8	-2.1	-5.6	2.6
COc1ccc(CCNC(=O)[C@@H](NC(=O)N2CC(=O)Nc3ccccc32)C(C)C)cc1OC	-1.4	2.2	-2.2	0.9	1.3	-0.8	0.9	1.5	-0.9	-5.6	-1.1
COc1ccc(CCCc2n[nH]c(=S)o2)c(C)c1	-1.9	16.6	-3.8	1.2	-1.6	3.1	-0.2	-1.2	0.2	2.3	0.8
Cc1cccc(NS(=O)(=O)c2ccc(C(=O)NCC3CCCO3)cc2)c1C (stereo not given)	-1.3	-6.2	-2.7	-3.0	-0.8	-1.0	-0.9	-2.3	-2.1	-6.7	-0.2
C=CCNC(=O)CN1CCC(O)(c2ccccc2)CC1	-0.1	3.6	-2.1	-2.8	-0.6	0.8	0.3	-0.8	0.7	-1.2	-1.9
COc1ccccc1NC(=O)Nc1nc(CC(=O)N2CCN(c3ccccc3OC)CC2)cs1	-1.2	-17.4	-2.2	0.6	-2.9	-2.5	-2.0	-5.5	-4.3	-0.5	-2.2
O=C(CNC(=O)c1ccncc1)N/N=C/c1cc(Br)ccc1O	-0.9	15.2	0.3	-14.9	1.8	-0.2	-0.9	-1.8	-0.6	1.5	-0.6
COCCN(Cc1ccccc1)C(=O)c1cccc(S(=O)(=O)N2CCN(Cc3ccccc3)CC2)c1	-0.6	-14.8	-2.7	-3.2	-2.5	2.0	0.6	-0.6	-1.6	-5.7	-1.0

Among those listed so far, these have an aryl thioether with sulfur outside any ring:
SMILES	ssDAF12 agonist	sPLA2-III inh	hcDAF-12 act	PLC-beta3 inh	PG9 Ab binder	FXN GAA850 act	DAX1 inh-1	hgDAF12 agonist	DAX1 inh-2	Rev-erbA mod	SMARCA2 act
CCOC(=O)c1[nH]ncc1CN1CCCC(C(=O)c2ccc(SC)cc2)C1 (stereo not given)	-1.4	0.2	-0.9	3.5	0.6	0.2	0.8	-1.4	-0.1	1.8	0.6
CCn1c(SCc2nc(-c3ccccc3)no2)nnc1-c1ccco1	-1.2	-7.7	-0.7	0.5	15.4*	0.1	-0.2	-1.2	-0.2	2.0	-4.3

Further results follow:
SMILES	ssDAF12 agonist	sPLA2-III inh	hcDAF-12 act	PLC-beta3 inh	PG9 Ab binder	FXN GAA850 act	DAX1 inh-1	hgDAF12 agonist	DAX1 inh-2	Rev-erbA mod	SMARCA2 act
CCCCCCNCC(=O)N1CCC(Cc2ccccc2)CC1	-0.5	-5.5	-1.9	0.5	1.2	1.0	0.0	-2.9	-0.3	-1.0	-2.0
O=C(CSc1nccn1Cc1ccc(F)cc1)Nc1ccc(F)cc1F	-1.1	-1.6	-0.9	-6.3	-0.8	2.3	-0.2	-0.8	-1.7	-0.9	-1.2
CCC(=O)NCc1csc(-c2cccs2)n1	-0.4	0.2	1.4	-12.9	-1.0	4.0	-1.1	0.8	0.6	2.6	3.7
O=S(=O)(c1ccc(F)cc1)N1CCN(c2nc(-c3ccc(F)cc3)cs2)CC1	0.2	-4.1	3.3	1.3	0.0	1.7	-1.2	9.8	0.1	2.4	-0.8
O=C(CC(=O)N/N=C\c1ccccc1[N+](=O)[O-])NCCc1ccccc1	-1.6	-11.6	-1.4	-8.8	0.5	1.1	0.3	-0.8	0.0	-2.3	-2.9
COc1cc(S(=O)(=O)N2CCCCC2)ccc1NC(=O)/C=C/c1ccccc1	-1.5	-1.5	-1.4	0.3	1.3	2.7	-1.0	-0.6	-0.7	-3.9	-4.5
COc1ccc(-c2cc(C(F)(F)F)nc(SCC(=O)NCc3cccs3)n2)cc1	-1.7	8.5	-2.0	-12.8	12.5*	-1.5	-0.7	-0.6	-0.4	21.5	0.7
COc1ccc(Cn2nnnc2C(c2cccs2)N2CCN(c3ccccc3)CC2)cc1 (stereo not given)	-1.0	-4.0	-0.2	4.5	-2.3	1.9	0.4	-0.1	-0.1	-3.1	2.5
Cc1ccc(C)c(S(=O)(=O)Nc2ccccc2C(=O)Nc2ccccc2N2CCOCC2)c1	-1.0	-33.2	-1.6	-29.1	0.8	4.0	0.7	0.3	0.3	1.7	-3.6
CCc1ccc(NC(=S)N(Cc2ccc(Cl)cc2)Cc2ccc(C(=O)O)cc2)cc1	-0.9	-28.1	1.3	-0.2	-1.1	0.1	2.4	-1.6	1.0	-4.2	-2.4
CCNC(=S)N=Nc1c(O)[nH]c2ccc(C(C)C)cc12	-1.5	12.3	1.9	2.9	-2.8	-1.2	-1.1	4.3	-1.1	1.5	-3.3
COc1ccccc1NC(=S)NNC(=O)c1cc(C)nn1C	0.2	19.3*	1.4	5.0	0.6	0.9	0.8	2.5	0.2	3.6	-4.3
CCOc1cc(N2CCOCC2)c(OCC)cc1NC(=O)COC(=O)[C@H](Cc1c[nH]c2ccccc12)NC(C)=O	-0.8	-40.1	-1.9	-1.0	0.0	1.3	-0.4	-0.8	-0.4	3.7	-0.8
O=[N+]([O-])c1nn(-c2ccc(Cl)cc2)n(O)c1=NCc1ccncc1	-1.7	5.3	-1.9	-10.3	0.7	2.9	0.6	2.8	0.3	5.0	-1.6
COc1ccc2c(c1)-c1ccccc1S(=O)(=O)N2C	-1.0	-8.9	0.3	1.9	-2.2	0.9	1.1	-0.2	0.0	1.1	3.3
COC(=O)C(N)Cc1ccc(O)c(O)c1 (stereo not given)	-1.6	3.9	0.8	-13.8	-1.4	1.2	0.4	-0.5	0.2	-5.5	-1.0
O=C(NCc1ccco1)c1cc(Cl)nc(Cl)c1	-1.1	-0.4	0.2	-6.3	-1.5	0.7	0.7	-1.5	-0.2	7.8	-0.4
COC(=O)c1cccc(NC(=O)CCc2ccccc2)c1	0.5	10.2	0.6	-2.7	0.1	6.1	0.3	3.5	0.0	-1.6	3.4
O=C(CSc1nncc2ccccc12)Nc1ccccc1	-0.4	-0.9	0.0	-3.7	-0.9	0.7	-1.1	0.8	-0.3	0.5	-0.7
COc1cc(OC)cc(C(=O)N2CCN(C(=O)c3cccnc3)CC2)c1	-1.3	-2.5	-1.7	3.7	-0.6	1.9	1.3	1.9	0.4	-1.1	1.4
COc1ccc([N+](=O)[O-])cc1NC(=O)CSc1nccc(C)n1	0.0	-2.1	2.4	3.7	-0.7	1.3	-0.8	1.2	0.2	-0.8	-3.8
Oc1ccc2c(c1)c1ccccc1c1ncccc21	-1.2	-67.2	0.4	-65.8	0.1	2.8	-0.7	4.6	-1.1	8.3	-0.9
COc1ccc(OC)c(S(=O)(=O)NC2CCCCNC2=O)c1 (stereo not given)	-0.9	5.1	0.1	-2.9	1.7	1.1	0.4	-0.7	-0.2	-1.5	0.4
Cc1cccn2c(NC(=O)c3cccs3)c(-c3ccccc3)nc12	-1.3	3.7	0.2	-6.8	0.1	-0.2	-2.2	-2.3	-0.3	-3.3	7.9*
CCCCc1ccc(NC(=O)COC(=O)c2ccc3ncsc3c2)cc1	-1.4	-46.3	1.1	-7.3	-1.3	-0.1	0.3	3.5	-0.2	17.1*	6.0
O=C(O)CSCC(=O)Nc1ccccc1SCCS(=O)(=O)c1ccc(Cl)cc1	-0.9	13.9	0.5	-5.2	-0.7	0.6	0.2	3.6	0.4	-8.3	-1.2
O=C(Cn1c(-c2cscn2)nc2ccccc21)Nc1cc(F)ccc1F	-1.4	-4.2	0.2	1.4	1.0	6.0	-0.4	7.1	0.2	0.6	4.3
O=C(CN1C(=O)S/C(=C\C=C\c2ccccc2)C1=O)Nc1ccc(C(=O)O)cc1	-0.8	-11.4	-1.6	-24.0	-0.1	2.5	1.4	-1.1	0.7	-5.5	-2.0
COC(=O)C1CCN(C(=O)CC(NC(=O)C(F)(F)F)c2cccs2)CC1 (stereo not given)	-1.1	7.3	-1.5	-3.9	-0.3	1.3	0.8	-2.0	0.2	-1.4	-2.6
